From PubChem BioAssay
RSV antiviral HEp-2 – RSV antiviral activity via CPE protection, HEp-2 cells, primary 10 µM value included (AID 2391) | HEp-2 cells, RSV-induced CPE inhibition; higher % means a stronger effect | CPE inhibition, % at 10 µM, or IC50 in µM where a hit was titrated | actives 0.13% (n = 310,000); in the data active means a potency from the dose series; inconclusive means CPE inhibition mostly from about 23% at the one dose, without a potency; inactive means the rest, 99 in 100 with CPE inhibition below about 21%; further: strong numbers were not always called active
Rac1 GTP hydrolysis – MgcRacGAP GTPase-activating activity inhibitors, confirmation, biochemical, ADP Hunter fluorescence; Rac GTPase-activating protein 1 (Homo sapiens); MgcRacGAP-stimulated Rac1 GTP hydrolysis, ADP Hunter fluorescence; higher % means a stronger effect; GST-tagged Rac1 F28L mutant substrate; inhibition, % at 30 µM, or IC50 in µM where a hit was titrated; actives 0.6% (n = 340,000); AID 624330, 2012;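 active means first-screen hits whose inhibition reached a set limit at any dose in the follow-up dose series; inconclusive means inhibition above the set first-screen limit but never retested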;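 further: fluorescence reports GDP produced by GAP-driven GTP hydrolysis; strong numbers were not always called active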
HIV peptide binding – inhibitors of HIV fusion peptide binding, primary screen, biochemical, uHTS, fluorescence dequenching (AID 1986) | cell-free peptide binding, fluorescence dequenching, 30 min; higher % means a stronger effect | one-dose inhibition, % at 20 µM; IC50 in µM for titrated hits | actives 0.3% (n = 290,000); in the data active means inhibition mostly above about 52%, no sharp cut-off; inactive means mostly below about 76%; further: some results filed as inactive read as strong as hits
NS5 inhibitors – Dengue-2 NS5 methyltransferase inhibitors, primary screen, biochemical, confirmation dose response (AID 588689); inhibition, % at 25 µM, or IC50 in µM where a hit was titrated; actives 0.3% (n = 340,000); Genome polyprotein (Dengue virus type 2 (strain 16681-PDK53)); Dengue-2 NS5 methyltransferase capping enzyme assay, biochemical; higher % means a stronger effect; in the data active means a potency from the dose series; inconclusive means inhibition above about 29% without an active follow-up result
XIAP displacement – XIAP antagonists, biochemical, IAP family, fluorescence polarization (AID 1018); XIAP BIR domain, fluorescence polarization peptide displacement; higher % means a stronger effect; displacement, % at 20 µM, or IC50 in µM where a hit was titrated; actives 0.007% (n = 200,000); in the data active means displacement above about 50%; further: a part of the inactive calls stands beside numbers as strong as those of hits
SV40 large T antigen – SV40 large T antigen inhibitors, biochemical (AID 1903). actives 0.39% (n = 310,000). SV40 large T antigen ATPase/helicase inhibition assay; higher % means a stronger effect. one-dose inhibition, % at 20 µM; IC50 in µM for titrated hits; in the data active means a potency from the dose series; inconclusive means inhibition mostly from about 32% at the one dose, without a potency; inactive means the rest, 99 in 100 with inhibition below about 32%; further: strong numbers were not always called active
LYP inhibition – inhibitors of LYP phosphatase, biochemical, fluorescence intensity, uHTS (AID 1779) | Tyrosine-protein phosphatase non-receptor type 22 (Homo sapiens) | recombinant LYP phosphatase, fluorescence intensity; higher % means a stronger effect | inhibition, % at 11.5 µM, or IC50 in µM where a hit was titrated | actives 0.054% (n = 290,000); in the data active means inhibition above about 50%;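 further: plate controls were vehicle with enzyme for no effect and no enzyme for full effect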
AID2073 – inhibitors of Mint1-CaV2.2 protein interaction, biochemical, HTRF (AID 2073) | inhibition, % at 20 µM; hits with a dose series show IC50 in µM | HTRF protein-protein interaction, Mint1-CaV2.2; higher % means a stronger effect | actives 0.19% (n = 290,000) | Voltage-dependent N-type calcium channel subunit alpha-1B (Homo sapiens); in the data active means inhibition mostly above about 51%, no sharp cut-off; inconclusive means no clear call, values can overlap the other calls; inactive means mostly below about 53%; further: some results filed as inactive read as strong as hits
Siah-1 displacement – Siah-1 peptide-binding antagonists, primary screen, biochemical, fluorescence polarization, rhodamine-plectin, uHTS (AID 1817); E3 ubiquitin-protein ligase SIAH1 (Homo sapiens); Siah-1 / rhodamine-plectin peptide fluorescence polarization; higher % means a stronger effect; actives 0.02% (n = 290,000); displacement, % at 20 µM; hits with a dose series show IC50 in µM;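 active means displacement of at least 50% at 20 µM, with a fluorescence ratio check between 0.3 and a set limit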;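 further: plate controls were Siah plus tracer with DMSO for no effect and tracer alone without Siah for full effect; strong numbers were not always called active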
NS5 inhibitors pilot replicate – further read-out of NS5 inhibitors, marked with its call; inhibition, %; measured here: pilot screen replicate inhibition
The depositor's hits bear a star; ? = inconclusive; . = not tested or not shown. Rows were taken by chance. About 1.7% of those tested had a hit in this group.

SMILES	RSV antiviral HEp-2	Rac1 GTP hydrolysis	HIV peptide binding	NS5 inhibitors	XIAP displacement	SV40 large T antigen	LYP inhibition	AID2073	Siah-1 displacement	others
Cc1oc(-c2ccccc2Cl)nc1CSc1nc2c(c(=O)[nH]1)CCC2	0.7%	-7%	-1.5%	-5%	-5.1%	-4%	4%	-1%	5%
COc1cc(NC(=O)c2ccc(Cl)cc2)c2ncccc2c1	1.4%	7%	4.2%	-2%	.	2%	-3%	17%	29%
O=C(Nc1ccc(S(=O)(=O)N2CCCC2)cc1)c1cc(=O)c2ccccc2o1	-0.5%	-13%	-1.6%	-9%	.	8%	0%	-8%	1%
CCOC(=O)C1=C(CC)Nc2ccccc2N=C1NC(=O)c1ccc(S(=O)(=O)N(C)C)cc1	1.8%	4%	-2.0%	-8%	-12%	3%	-1%	-3%	1%
C[C@@H](C(=O)OCC(=O)Nc1cc(S(=O)(=O)N2CCOCC2)ccc1Cl)N1C(=O)C2CCCCC2C1=O (stereo partly drawn)	0.0%	5%	-2.0%	5%	0.2%	-2%	-7%	-3%	1%
Cc1nn(CC(=O)N2CCC(C(N)=O)CC2)c(=O)c2nn(-c3ccccc3)c(C)c12	0.3%	3%	0.5%	-6%	.	2%	-10%	38%	-4%
O=C(CSc1nc2[nH]ncc2c(=O)n1-c1ccccc1)c1ccc2c(c1)OCCO2	0.1%	4%	0.7%	-13%	-35%	-1%	0%	-11%	-4%
Cc1ccccc1OCC(O)CN1CCN(CC(O)COc2ccccc2C)C(C)C1 (stereo not drawn)	-0.2%	31%	2.2%	-8%	.	6%	-6%	-5%	3%
O=C(OCn1ncc(Cl)c(Cl)c1=O)c1cccc(C(F)(F)F)c1	-4.0%	-9%	-2.5%	-42%	-3.7%	16%	-1%	1%	-1%	NS5 inhibitors pilot replicate=3.9
Cc1ccc(NC(=O)Nn2cnnc2)cc1Cl	1.1%	10%	1.3%	-7%	.	12%	-7%	20%	7%
N#Cc1cc(Sc2ccccn2)c([N+](=O)[O-])cc1C#N	0.8%	8%	14%	-18%	-8.5%	8%	-9%	37%	-3%
O=C(C1CCCN(S(=O)(=O)c2cccnc2)C1)N1CCn2c1nc1ccccc12 (stereo not drawn)	-0.2%	-7%	-0.2%	-3%	-5.4%	8%	-5%	4%	-3%
COc1cc2c(c(OC)c1OC)-c1ccc(OC)c(=O)cc1[C@@H](N(C)CC#CCO)CC2	2.1%	-8%	0.7%	-2%	.	9%	-3%	0%	4%
O=C(NCc1ccc(F)cc1)C1CC(=O)N(C2CCCCCCC2)C1 (stereo not drawn)	1.2%	12%	-1.1%	2%	.	.	-6%	9%	-3%
COc1ccc(CC2(CO)CCN(C(C)COc3ccccc3)CC2)cc1 (stereo not drawn)	-2.1%	-1%	-0.5%	.	-2.0%	1%	-2%	-8%	-1%
C=C(C)COc1ccc(-c2ncncc2-c2ccc(Cl)cc2)c(O)c1	18%	7%	-0.7%	-1%	.	-3%	0%	-5%	0%
Cc1ccc(-c2nn(-c3ccccc3)cc2/C=C/C(=O)Nc2nccs2)cc1	4.7%	11%	0.1%	-2%	-2.2%	17%	-8%	16%	11%
COC(=O)c1c(NC(=O)c2ccccc2)sc2c1CC(C)(C)OC2	0.2%	5%	-2.4%	-5%	-4.3%	-1%	-6%	10%	6%
CCC(C(=O)N1CCCCCC1)n1nc(C)n2c(cc3occc32)c1=O (stereo not drawn)	-1.4%	6%	-1.4%	1%	.	14%	-4%	13%	-4%
Cc1onc(-c2c(F)cccc2Cl)c1-c1nnc(-c2ccc(C(F)(F)F)cc2)o1	?	.	-0.4%	.	.	1%	0%	6%	-2%
Cc1ccc2[nH]c3c(c2c1)CN(C(=O)CN1CCSCC1)CC3	.	.	-1.5%	.	-6.2%	8%	-6%	-9%	0%
CCCCC(=O)OCc1cn(-c2ccc(Cl)cc2)nn1	0.1%	7%	0.3%	-5%	0.9%	-1%	-8%	-4%	1%
COc1cccc(C(=O)NCCN2CCOCC2)c1	1.7%	1%	-0.1%	-3%	-0.7%	4%	-10%	-3%	1%
Cc1ccc(C(=O)N(CCN(C)C)CC2CCCN(Cc3ccccc3F)C2)cc1C (stereo not drawn)	0.2%	9%	0.4%	0%	.	6%	-11%	-3%	-4%
CC(=O)c1ccc(C(=O)Nc2nnc(-c3ccc(Cl)cc3)o2)cc1	-1.4%	9%	11%	-1%	.	.	-1%	18%	11%
Next part
SMILES	RSV antiviral HEp-2	Rac1 GTP hydrolysis	HIV peptide binding	NS5 inhibitors	XIAP displacement	SV40 large T antigen	LYP inhibition	AID2073	Siah-1 displacement	others
CCC(C)[C@H]1CN=C(N)N1CCc1cc(C(F)(F)F)cc(C(F)(F)F)c1 (stereo partly drawn)	3.4%	6%	-1.0%	-4%	.	3%	-6%	-4%	-3%
COc1ccc(C(O)c2nc3ccccc3s2)cc1 (stereo not drawn)	0.3%	.	4.0%	.	-6.8%	2%	-8%	-6%	3%
CC(C)c1ccc(OCC(O)CN2CCN(c3ccccn3)CC2)cc1 (stereo not drawn)	6.4%	5%	2.2%	-2%	.	8%	-9%	-5%	3%
CC[C@@]12C(=O)N(c3cccc(F)c3)C(=O)N1[C@H](c1ccc(Br)cc1)[C@@H]1C(=O)N(C(C)(C)C)C(=O)[C@@H]12	4.8%	7%	.	-10%	.	15%	.	.	.
CCOCCCNC(=O)C(NC(=O)c1ccc(=O)[nH]c1)c1ccccc1 (stereo not drawn)	2.0%	2%	-2.6%	-5%	-7.6%	6%	-11%	-4%	6%
O=C(COc1ccc(Cl)cc1)Nc1ccc2c(c1)CCC2	3.3%	3%	1.8%	-2%	-3.2%	9%	7%	3%	-3%
O=c1[nH]cnc2c1oc1ccccc12	0.9%	-1%	-2.8%	0%	4.8%	-1%	-6%	0%	4%
c1ccc(-c2csc(-n3cnnn3)n2)cc1	5.0%	-8%	3.6%	12%	-1.5%	0%	-1%	7%	-5%	NS5 inhibitors pilot replicate=2.1
Cc1ccccc1Nc1nc(N)nc(CSc2nnc3ccccn23)n1	1.0%	7%	0.4%	2%	-2.1%	9%	-9%	-1%	13%
O=C(Nc1ccc(-c2ccc3nncn3n2)cc1)c1ccc(Br)o1	-2.4%	9%	3.8%	13%	-3.8%	13%	-8%	28%	-4%
Cc1csc(C(=O)O)c1NC(=O)c1c(Cl)cccc1Cl	0.6%	4%	-2.2%	-2%	.	14%	-6%	10%	4%
C=CCN1C(=O)C(O)(CC(=O)c2ccccc2)c2ccccc21 (stereo not drawn)	2.2%	8%	-2.4%	.	-11%	2%	-5%	2%	0%
CCCCCOc1ccc(/C(C)=N/NC2=NCCN2)cc1	16%	-5%	-1.4%	0%	.	23%	-1%	5%	1%
O=c1c(Cl)c(N2CCC3(CC2)OCCO3)cnn1C12CC3CC(CC(C3)C1)C2	.	.	1.2%	.	.	26%	-2%	-5%	0%
CCOC(=O)C1(Cc2cccc(F)c2)CCN(Cc2ccc(COC)o2)CC1	-0.6%	6%	-1.2%	-4%	.	25%	-6%	8%	5%
Nc1ccccc1C(=O)NCCCN1CCOCC1	1.4%	7%	0.5%	6%	.	9%	-8%	23%	3%
Cc1ccc(C(=O)NCCc2nc3ccccc3[nH]2)cc1[N+](=O)[O-]	2.7%	11%	1.0%	0%	-7.6%	3%	-3%	?	-4%
c1csc(-c2nc3ccccc3s2)c1	1.8%	9%	-0.1%	-14%	.	8%	-7%	-21%	0%
COc1cc(C(=O)OCC(=O)NC2CCS(=O)(=O)C2)c([N+](=O)[O-])cc1OC (stereo not drawn)	3.4%	2%	-1.3%	3%	-6.6%	2%	-3%	4%	2%
CCCc1c(C(=O)N/N=C/C(C)=C/c2ccccc2)nnn1-c1nonc1N	0.6%	4%	1.1%	-5%	.	15%	-4%	8%	1%
Cc1ccc(O)c(C(CC(=O)NCc2ccco2)c2ccccc2)c1 (stereo not drawn)	3.5%	0%	-0.3%	2%	2.3%	25%	-5%	5%	12%
Cc1c(S(=O)(=O)Nc2ccc(Br)cc2)c(=O)n(C)c(=O)n1C	1.9%	10%	-0.6%	3%	.	4%	-9%	3%	6%
COc1ccc(S(=O)(=O)N2CCCOC2CNC(=O)C(=O)NCc2ccco2)cc1C (stereo not drawn)	2.0%	4%	0.3%	-2%	-3.6%	9%	-8%	0%	4%
CC(=O)Nc1cc(NC(C)=O)cc(C(=O)OCC(=O)c2ccc3c(c2)NC(=O)CO3)c1	1.0%	5%	.	-13%	.	9%	.	.	.
CN1CCC(N(C)CC(C)(C)NS(=O)(=O)c2ccccc2)CC1	-2.4%	5%	1.1%	4%	.	9%	-6%	17%	7%
New compounds follow:
SMILES	RSV antiviral HEp-2	Rac1 GTP hydrolysis	HIV peptide binding	NS5 inhibitors	XIAP displacement	SV40 large T antigen	LYP inhibition	AID2073	Siah-1 displacement	others
O=c1c(Cl)nc2cc(Cl)ccc2n1CCNc1ncc(C(F)(F)F)cc1Cl	-1.7%	1%	1.3%	10%	-4.8%	10%	5%	-81%	2%
COc1cc(OC)c(/C=N/NC(=O)c2ccncc2)cc1Br	8.5%	.	1.2%	.	-2.8%	19%	-2%	22%	2%
O=C(NCC(c1ccco1)N1CCN(c2ccccc2)CC1)C(=O)NC1CCCC1 (stereo not drawn)	0.1%	5%	.	-1%	.	11%	.	.	.
CCN(c1cccc(C)c1)S(=O)(=O)c1cnc[nH]1	0.8%	5%	0.3%	-7%	-4.3%	10%	-7%	-3%	6%
CCCCc1cc(=O)oc2cc(C)cc(OCC(=O)N[C@@H](CSCc3ccccc3)C(=O)O)c12	0.2%	5%	11%	4%	.	5%	3%	10%	2%
COc1ccc(-n2nnnc2CNC(=O)c2ccc3c(c2)OCO3)cc1	-1.7%	6%	.	-3%	.	14%	.	.	.
O=C(c1ccco1)N1CCN(Cc2cc(=O)c(OCc3ccccc3F)co2)CC1	-1.2%	5%	.	-10%	.	15%	.	.	.
COc1ccccc1CNC(=O)CC12CC3CC(CC(Br)(C3)C1)C2	0.3%	2%	1.9%	7%	.	7%	-5%	7%	-1%

Some of these compounds in order of length of the SMILES, low to high:
SMILES	RSV antiviral HEp-2	Rac1 GTP hydrolysis	HIV peptide binding	NS5 inhibitors	XIAP displacement	SV40 large T antigen	LYP inhibition	AID2073	Siah-1 displacement	others
CCN(c1cccc(C)c1)S(=O)(=O)c1cnc[nH]1	0.8%	5%	0.3%	-7%	-4.3%	10%	-7%	-3%	6%
COc1cc(OC)c(/C=N/NC(=O)c2ccncc2)cc1Br	8.5%	.	1.2%	.	-2.8%	19%	-2%	22%	2%
COc1ccc(-n2nnnc2CNC(=O)c2ccc3c(c2)OCO3)cc1	-1.7%	6%	.	-3%	.	14%	.	.	.
O=C(c1ccco1)N1CCN(Cc2cc(=O)c(OCc3ccccc3F)co2)CC1	-1.2%	5%	.	-10%	.	15%	.	.	.
